Ecoli viability: reduces bacterial viability in AddAB counter-screen | E. coli V3065 growth, OD600 absorbance, 18 h | inhibition, % at 11.9 µM | 330,000 compounds, 0.27% hits | AID 449728;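 active = inhibition above the campaign's mean inhibition across all tested compounds plus 3 SD, cut at about 9.9% in these data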;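 note: uninfected addAB+ strain grown without phage in ampicillin broth; 0% = DMSO wells and 100% = ciprofloxacin 0.95 µg/ml wells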
CAL PDZ FP-1: blocks peptide binding to the human CAL PDZ domain; purified CAL PDZ, TMR-peptide fluorescence polarization, 1 h; inhibition, % at 24.9 µM; 300,000 compounds, 0.92% hits; AID 602252;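 active = mean inhibition of at least 30% with at least half of replicates also reaching 30%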;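 note: 0% = DMSO neutral control and 100% = excess unlabeled competitor peptide PRC23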
Tat export inh: E. coli Tat transport inhibition. 340,000 compounds, 0.036% hits. E. coli MC4100 TorA-mCherry Tat export, fluorescence. inhibition, % at 10 µM;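 active = mean replicate inhibition at least 50% and at least half of replicates individually reaching 50%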;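 note: exported cargo escapes ClpAP degradation while cytoplasmic cargo is degraded and loses fluorescence; 0% = median of neutral control wells and 100% = median of NaSCN control wells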
SR-BI DiI-HDL act: enhances SR-BI lipid uptake from DiI-HDL; 320,000 compounds, 0.096% hits; activation, % at 12.5 µM; CHO ldlA[mSR-BI] cells, DiI-HDL uptake fluorescence, 3 h; 100 = double the neutral-control signal; AID 504775;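 active = mean replicate activation of at least 60% and every replicate at or above 60%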;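 note: 0% = median plate neutral-control signal and 100% = twice that signal; values of inactives mirror those of a sister screen read the other way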
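system = CHO ldlA[mSR-BI] cells, LDL receptor-null, SR-BI overexpressing | medium = Ham's F12 with 0.5% BSA, HEPES 25 mM, pH 7.4 | probe or stimulus = DiI-HDL 10 µg/mL | compound dosing = single-point compound dose | incubation = compound exposure 3 h, 37 °C | technique = DiI fluorescence, bottom read | read-out = cell-associated DiI fluorescence as measure of HDL uptake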
AddAB inh: less growth of phage-infected E. coli with AddAB. AID 435030. 330,000 compounds, 0.29% hits. E. coli expressing H. pylori AddAB, absorbance growth. inhibition, % at 11.9 µM; in the data active = inhibition above about 12%;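 note: 0% = vehicle wells of infected cells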
phage Ecoli inh: E. coli growth loss with phage present; 360,000 compounds, 0.26% hits; AID 651602; inhibition, % at 11.9 µM; growth absorbance; in the data active = inhibition above about 11%
Wnt act: Wnt/beta-catenin pathway activation. activation, % at 9.35 µM. 300,000 compounds, 1.2% hits. AID 743398. Wnt/beta-catenin reporter cell assay, activator, plate reader; in the data active = activation above about 30%, passing the limit was not always enough;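 note: 0% = neutral control wells and 100% = positive control wells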
MITF act: MITF TRPM1 promoter activation in melanoma cells. 300,000 compounds, 0.75% hits. SK-MEL-5 TRPM1-promoter luciferase, 24 h; % of positive control, neutral wells = 0. activation, % at 12.5 µM;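 active = mean activation of at least 80% with every replicate also reaching 80%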;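 note: 0% = neutral control wells and 100% = parthenolide positive control wells; values of inactives mirror those of a sister screen read the other way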
SR-BI DiI inh: inhibitors of mouse SR-BI mediated HDL lipid uptake; 320,000 compounds, 0.96% hits; inhibition, % at 12.5 µM; ldlA[mSR-BI] CHO cells, DiI-HDL uptake fluorescence, 3 h; AID 488896;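 active = mean replicate inhibition of at least 70% and a set share of replicates each scoring 70 or more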;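 note: 0% = median of neutral control wells and 100% = median of positive control wells; values of inactives mirror those of a sister screen read the other way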
Target sequence (Q61009 whole entry, looked up): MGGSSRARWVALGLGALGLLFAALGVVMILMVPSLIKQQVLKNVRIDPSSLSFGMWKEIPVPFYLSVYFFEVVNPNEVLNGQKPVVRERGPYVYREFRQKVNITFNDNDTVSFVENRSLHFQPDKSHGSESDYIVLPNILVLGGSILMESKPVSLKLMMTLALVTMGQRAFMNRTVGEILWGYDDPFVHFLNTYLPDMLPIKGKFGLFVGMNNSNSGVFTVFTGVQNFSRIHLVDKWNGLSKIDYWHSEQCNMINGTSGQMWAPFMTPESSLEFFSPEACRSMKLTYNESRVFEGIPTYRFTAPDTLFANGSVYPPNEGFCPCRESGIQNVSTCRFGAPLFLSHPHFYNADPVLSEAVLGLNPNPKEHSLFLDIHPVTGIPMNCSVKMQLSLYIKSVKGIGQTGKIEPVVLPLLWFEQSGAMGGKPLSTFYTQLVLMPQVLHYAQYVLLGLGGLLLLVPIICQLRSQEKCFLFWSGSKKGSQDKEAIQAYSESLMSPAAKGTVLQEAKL
CAL PDZ FP-2: blocks peptide binding to human CAL PDZ domain; purified CAL PDZ, TMR-peptide fluorescence polarization, 1 h; inhibition, % at 20 µM; 330,000 compounds, 0.02% hits; AID 504414;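 active = highest replicate inhibition of at least 40%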;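 note: plate controls were DMSO neutral control wells for no effect and unlabeled competitor peptide control wells for full effect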
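material = purified tagged CAL PDZ domain construct (CerCALP) | compound dosing = 20 µM, one dose | times = 1 h at RT | measured by = fluorescence polarization from S- and P-plane intensities, G-factor corrected | read-out = inhibition from polarization loss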
An asterisk follows results filed as active; . = not tested or not shown.

Sample of the layout:
SMILES	Ecoli viability	CAL PDZ FP-1	Tat export inh	SR-BI DiI-HDL act	AddAB inh	phage Ecoli inh	Wnt act	MITF act	SR-BI DiI inh	CAL PDZ FP-2
Cc1ccnc(N2CCC(C(=O)Nc3ccc4c(c3)OCO4)CC2)n1	-1.1	-2	-16	-20	1.2	1.1	.	.	20	-1.4
Cc1cccc(C)c1NC(=O)COC(=O)CSc1nnc(N)s1	1.2	2	-3	29	-0.4	2.3	0	-7	-29	-0.7

Results (from the top)
SMILES	Ecoli viability	CAL PDZ FP-1	Tat export inh	SR-BI DiI-HDL act	AddAB inh	phage Ecoli inh	Wnt act	MITF act	SR-BI DiI inh	CAL PDZ FP-2
Cc1ccnc(N2CCC(C(=O)Nc3ccc4c(c3)OCO4)CC2)n1	-1.1	-2	-16	-20	1.2	1.1	.	.	20	-1.4
Cc1cccc(C)c1NC(=O)COC(=O)CSc1nnc(N)s1	1.2	2	-3	29	-0.4	2.3	0	-7	-29	-0.7
Cc1cc(-c2ccccc2)nc(N2CCN(c3ccccn3)CC2)n1	0.2	6	1	-9	0.1	1.3	0	-7	9	-0.3
O=C(O)c1ccc(CSc2nc3ccccc3c(=O)n2-c2ccccc2)cc1	0.4	.	-9	4	0.4	1.7	1	.	-4	-1.4
CCCN1Cc2cccc(C(=O)NC(CC(=O)OCC)c3ccc(OCC)c(OC)c3)c2C1=O (stereo not drawn)	-5.2	-9	15	-19	3.3	2.3	-2	-13	19	-2.4
Cc1cnc(C(=O)Oc2c(C)ccc(C)c2C)cn1	-1.5	-3	2	-3	-0.2	3.8	-2	7	3	-2.7
Cc1cccn2c(=O)c3cc(C(=O)NC4CCCC4)c(=N)n(CCc4ccccc4)c3nc12	0.8	-2	2	-20	-1.0	1.1	5	6	20	-0.6
Cc1cc(S(=O)(=O)Nc2ccc(C(=O)NCC(c3ccco3)N3CCCC3)cc2)ccc1F (stereo not drawn)	-1.4	14	-8	-1	3.5	1.3	-3	-6	1	-1.6
Cc1cccc(-n2cc3c(=O)n(C)c(=O)n(C)c3c2)c1	-4.2	-5	1	-22	1.4	1.9	0	5	22	-0.8
O=c1cc(-c2ccc(F)cc2)[nH][nH]1	-3.2	1	0	2	1.6	3.0	.	12	-2	-2.1
COc1ccc(CCC(=O)NNC(=O)Nc2ccc(C(C)C)cc2)cc1	.	-1	0	10	.	0.5	1	10	-10	0.1
O=C(/C=C/c1cccnc1)c1cc(F)ccc1O	-1.8	0	-4	1	1.9	1.6	6	2	-1	-0.9
COCCN(CCOC)C(=S)Nc1cc(S(=O)(=O)N(C)C)ccc1C	-2.8	.	-3	6	4.3	0.9	1	-12	-6	-1.2
COc1ccc(/C=C/C(=O)N2CCCc3ccccc32)c(OC)c1	0.1	-5	11	-37	3.2	0.6	2	6	37	-1.5
O=[N+]([O-])c1ccc2oc(C(O)c3cccc(Cl)c3)cc2c1 (stereo not drawn)	-1.7	-1	-4	-7	0.3	1.1	1	11	7	-1.1
O=C(CCc1cnccn1)NC1CCCc2c1cnn2-c1ccc(F)cc1F (stereo not drawn)	0.5	-3	-9	.	0.2	1.9	2	7	.	-2.2
CCN(CC(=O)Nc1c(F)cccc1F)C(=O)c1ccc(N2C(=O)c3ccccc3C2=O)cc1	1.7	-1	1	18	0.7	2.6	-1	-7	-18	-2.6
Cc1cccc(C(=O)OCC(=O)NCCNC(=O)COC(=O)c2cccc(C)c2C)c1C	0.1	1	-1	-22	0.9	0.2	0	-8	22	0.8
Cc1ncc([N+](=O)[O-])n1CC(=O)Nc1ccc(F)cc1F	1.0	13	-1	4	1.1	1.4	2	-14	-4	-2.2
COC1C(OC(=O)/C=C/C=C/C=C/C=C/C(=O)O)CCC2(CO2)C1C1(C)OC1CC=C(C)C (stereo not drawn) (tested in a mixture with another compound)	.	-5	3	-5	.	2.3	-6	.	5	0.1
COc1cc(SC)ccc1C(=O)Nc1cccc(C)n1	-1.4	4	3	-43	0.8	0.3	19	101*	43	-1.7
CCOC(=O)C1(CCOC)CCN(C/C=C/c2ccccc2OC)CC1	2.0	-2	-3	-9	0.6	2.2	0	.	9	-1.5
CC(=O)NC12CC3CC(C1)CC(C(=O)NCC(=O)Nc1c(C)cc(C)cc1C)(C3)C2	0.0	0	-1	12	2.9	1.9	-1	6	-12	-0.9
Cc1ccc(CN2CCN(C3CSCCSC3)CC2CCO)cc1 (stereo not drawn)	-1.9	1	-1	11	-3.4	0.8	-1	14	-11	-0.2
O=C(Nc1ccc2nc(-c3cccs3)c(-c3cccs3)nc2c1)NC1CC1	-4.4	.	-13	-27	-2.1	0.3	.	-3	27	0.6
O=[N+]([O-])c1ccc2nc(NN=Cc3ccc(O)cc3)sc2c1	.	-6	-2	-51	.	0.8	8	-17	51	2.5
Cc1nn(-c2ccccc2)c(C)c1C(=O)OCC(=O)N1c2ccccc2NC(=O)C1(C)C	1.4	1	-7	-21	-1.9	3.6	.	-14	21	-0.4
CS(=O)(=O)N(CC(=O)NCCC1=CCCCC1)c1ccc2c(c1)OCO2	-2.7	-5	6	-8	2.6	0.2	21	-5	8	-1.5
Cc1ccc(NC(=O)CCNS(=O)(=O)c2cccc3nonc23)cc1	2.2	-2	-16	25	5.1	6.7	-4	.	-25	.
COc1cc2cc(CN(Cc3nnnn3Cc3ccco3)C3CCCCC3)c(=O)[nH]c2cc1OC	0.1	-2	13	.	0.6	2.4	.	4	27	-0.5
c1coc(C2=NC(c3ccco3)C(c3ccco3)N2)c1 (stereo not drawn)	.	1	-10	16	.	.	.	23	-16	-0.6
CC1(C(=O)NNC(=S)NCc2ccco2)CC1(Cl)Cl (stereo not drawn)	-0.5	-7	-2	17	0.8	3.6	6	3	-17	-1.3
O=S(=O)(NCC(c1cccs1)N1CCc2ccccc2C1)c1ccccc1 (stereo not drawn)	-0.6	.	-3	9	-1.5	2.7	0	0	-9	0.3
Cn1c(SCC(=O)c2ccccc2F)nnc1C1CC1	1.0	-4	13	3	0.1	1.9	12	15	-3	0.4
Cc1nc([N+](=O)[O-])cn1CCCCN1C(=O)c2ccccc2C1=O	0.5	.	9	14	3.0	2.2	0	1	-14	-0.3
CC1(C)CC(CCNC(=O)c2ccco2)CC(C)(C)N1	1.6	5	-4	14	3.7	0.0	-1	.	-14	0.4
CN(C[C@@H](Cc1cccc2ccccc12)N(C[C@H](Cc1ccccc1)N(CCc1ccccc1)N=O)N=O)N=O	-2.2	1	1	3	1.6	1.2	1	10	-3	-0.1
C[C@]12c3[nH]c4cc(-c5ccco5)ccc4c3CCN1C(=O)[C@@H](CC(=O)NCCC1=CCCCC1)C[C@@H]2C(=O)N1CCOCC1	-2.5	0	7	-39	1.5	.	.	-7	39	0.6
COc1ccc(CCNC(=O)c2cc(S(=O)(=O)N3CCOCC3)ccc2N2CCCC2)cc1OC	3.4	-6	-6	9	2.0	2.4	-1	-4	-9	1.5
Cn1cccc1C(=O)NC(=O)COC(=O)CCNS(=O)(=O)c1ccc(Cl)cc1	-0.3	-2	-1	5	1.2	1.3	-5	4	-5	-0.6
CSc1cccc(NC(N)=S)c1	-1.6	2	-1	-1	5.9	-1.5	-1	.	1	-0.8
Cc1ccc(NC(=O)CCCc2ccccc2)c([N+](=O)[O-])c1	.	33*	0	-17	.	-0.6	3	.	17	.
Cc1ccc2c(c1)cc(CN(Cc1ccco1)C(=O)N1CCOCC1)c1nnnn12	1.8	.	1	-2	4.6	0.3	-1	9	2	-1.4
O=C1CSC(=Nc2ccc(O)cc2)N1c1ccc(O)cc1	2.2	-2	-4	15	4.0	-0.1	2	-6	-15	0.6
CCOC(=O)C1(Cc2cccc(OC)c2)CCCN(C(=O)CCc2cccnc2)C1 (stereo not drawn)	3.0	.	-5	28	2.3	0.8	9	70	-28	-0.7
CCOc1ccc(/C(O)=C2/C(=O)C(=O)N(c3cc(C)on3)C2c2ccc(C(=O)OC)cc2)cc1 (stereo not drawn)	-9.8	-5	-5	15	-6.0	2.1	.	-11	-15	.
Cc1ccccc1Nc1c(-c2ccccn2)nc2c(C)cccn12	-0.1	0	-4	.	-2.8	-0.1	3	12	.	-0.3
O=C1CC2(CCN(C(=O)c3ccccc3F)CC2)Oc2ccccc21	1.4	15	3	11	-1.9	4.8	-2	8	-11	-1.3
CN(c1ccc(OCC(=O)N2CCC(C(N)=O)CC2)cc1)S(=O)(=O)c1cccs1	1.8	62*	4	-1	0.5	0.8	-1	-1	1	0.3
COc1cc2c(cc1OC)C(C(=O)Nc1cccc(C)n1)C(c1cccnc1)N(C)C2=O (stereo not drawn)	1.7	-4	8	17	0.4	3.8	.	.	-17	-0.9

Reprinted from the part before: 3 compounds, then new ones.
SMILES	Ecoli viability	CAL PDZ FP-1	Tat export inh	SR-BI DiI-HDL act	AddAB inh	phage Ecoli inh	Wnt act	MITF act	SR-BI DiI inh	CAL PDZ FP-2
O=C1CC2(CCN(C(=O)c3ccccc3F)CC2)Oc2ccccc21	1.4	15	3	11	-1.9	4.8	-2	8	-11	-1.3
CN(c1ccc(OCC(=O)N2CCC(C(N)=O)CC2)cc1)S(=O)(=O)c1cccs1	1.8	62*	4	-1	0.5	0.8	-1	-1	1	0.3
COc1cc2c(cc1OC)C(C(=O)Nc1cccc(C)n1)C(c1cccnc1)N(C)C2=O (stereo not drawn)	1.7	-4	8	17	0.4	3.8	.	.	-17	-0.9
Nn1c(SCc2cc([N+](=O)[O-])cc3c2OCOC3)nnc1-c1ccccn1	1.5	-4	4	-30	0.6	0.8	0	-10	30	-0.6
CC(=O)c1sc(NC(=O)C2=NN(c3ccccc3)C(=O)CC2)nc1C	0.9	-1	1	.	-0.1	0.1	-3	-12	.	-1.2
COc1ccc(CS(=O)(=O)CC(C)(O)c2ccccc2)cc1 (stereo not drawn)	0.0	.	-4	11	-2.5	2.7	1	-4	-11	-1.0
CCOc1ccc(S(=O)(=O)N(CC)CC(=O)NCc2ccco2)cc1C	1.6	-1	-4	.	5.0	0.2	3	-3	.	-2.5
COc1cc(/C=N/NC(=O)c2cc(C)oc2C)cc(OC)c1OC	3.2	.	3	-4	0.9	1.8	-1	.	4	0.1
